Screening data from PubChem.
hERG WT inh: inhibitors of human wildtype KCNH2 potassium channel; Q12809; U2OS, BacMam KCNH2, thallium flux FluxOr; hits give low values; activity change, % at 1.84 µM; actives 0.37% (n = 340,000);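 active = maximum activity change below -70%; inconclusive = maximum activity change between -70% and -50%; inactive = maximum activity change above -50%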; also: % is scaled to controls: 0 for no effect and ±100 for the full control effect
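U2OS cells were transduced with wild-type KCNH2 virus (2.03 x 10^8 / mL) for 4 h at room temperature, then cultured overnight at 37 C. Thallium flux was read with FluxOr dye. Rate constants were normalized to DMSO controls.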
AT treatment: candidate therapy for ataxia-telangiectasia. […] A-T fibroblasts, KAP-1 phosphorylation AlphaLISA; neocarzinostatin DNA damage 30 min before lysis. Potency, µM (highest dose often 57.5 µM), for the others: at the highest dose activation, actives largely listed as activators. actives 0.19% (n = 320,000). AID 485349; also: potency is read from the fitted curve at half-maximal effect; % of control where 0% means no effect; nearly all actives have a fitted effect of over 45% in size
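ATM-like activity read as KAP-1 phosphorylation via AlphaLISA donor/acceptor antibody pairs after lysis and 6 hr at 25C. Cells were ATM-null patient fibroblasts ([…], hTERT), dosed 60 min, then exposed to the DSB inducer NCS for 30 min.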
GALK inhibitor: blocks human galactokinase activity | Purified GALK, Kinase-Glo residual ATP luminescence | actives 0.007% (n = 270,000) | Potency, µM (doses to about 57.5 µM), for the others: at the highest dose activity change, negative = inhibition, hits mostly inhibitors; also: potency is read from the fitted curve at half-maximal effect; % is scaled to controls: 0 for no effect and ±100 for the full control effect
Target sequence (P51570 whole entry, looked up): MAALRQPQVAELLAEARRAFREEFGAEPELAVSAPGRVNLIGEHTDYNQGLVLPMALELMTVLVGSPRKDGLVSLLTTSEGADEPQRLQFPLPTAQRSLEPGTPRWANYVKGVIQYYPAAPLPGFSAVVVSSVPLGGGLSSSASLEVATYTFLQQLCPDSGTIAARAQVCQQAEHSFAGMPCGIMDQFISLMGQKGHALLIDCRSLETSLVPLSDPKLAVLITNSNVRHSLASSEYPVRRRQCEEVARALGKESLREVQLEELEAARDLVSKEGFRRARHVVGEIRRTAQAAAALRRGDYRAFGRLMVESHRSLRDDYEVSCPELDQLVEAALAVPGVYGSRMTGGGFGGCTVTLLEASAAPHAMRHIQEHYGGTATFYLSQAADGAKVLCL
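Kinase-Glo Plus luminescence measured ATP left after a 1 h room-temperature reaction. The reaction used 5 nM GALK, 100 uM galactose and 35 uM ATP at pH 8.0 (20 mM HEPES, 5 mM MgCl2, 60 mM NaCl, 1 mM DTT, 0.01% BSA).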
Giardia kill: kills Giardia lamblia; activity change, % at 7.66 µM, hits read low; AID 540267; Giardia lamblia trophozoite viability; actives 0.15% (n = 340,000); in the data active = activity change below about -80%; inconclusive = between about -30% and that limit;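 also: parasites exposed to compound for two days anaerobically before the ATP read; % is scaled to controls: 0 for no effect and ±100 for the full control effect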
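Media and compound were dispensed first, then trophozoites at 100 cells/well; plates sat 48 hrs at 37 deg C without oxygen before ATP luminescence reagent was added and read after 15-30 min at room temperature.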
TSHR antagonist: blocks TSH signaling through the human TSH receptor; P16473; TSHR-expressing cells, TSH-stimulated cAMP HTRF, 2 h; hits give low values; activity change, negative = inhibition, % at 11.5 µM; actives 0.2% (n = 330,000); AID 504810;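 active = activity change below a set negative limit, meaning inhibition stronger than a set level, cut at about -70% in these data; inconclusive = activity change between two set negative limits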; also: % is scaled to controls: 0 for no effect and ±100 for the full control effect
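TSHR-expressing cells were treated with compounds, then stimulated with TSH at EC80 (4nM final) for 2 hours at 37 deg C. Cellular cAMP was measured by HTRF competition between lysate cAMP and cAMP-d2 for a cryptate-labelled anti-cAMP antibody.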
Tb PFK block: blocks T. brucei phosphofructokinase | O15648 | T. brucei PFK, ADP-Glo luminescence | AID 485367 | actives 0.17% (n = 330,000) | Potency, µM (titrated, usually from 57.5 µM), without a hit: at the top dose activity, negative = inhibition, usual class: inhibitors;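 also: potency is read from the fitted curve at half-maximal effect; 0% = uninhibited 1x PFK enzyme wells and -100% = no-enzyme wells; nearly all actives have a fitted effect of over 60% in size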
Target sequence (O15648 whole entry, looked up): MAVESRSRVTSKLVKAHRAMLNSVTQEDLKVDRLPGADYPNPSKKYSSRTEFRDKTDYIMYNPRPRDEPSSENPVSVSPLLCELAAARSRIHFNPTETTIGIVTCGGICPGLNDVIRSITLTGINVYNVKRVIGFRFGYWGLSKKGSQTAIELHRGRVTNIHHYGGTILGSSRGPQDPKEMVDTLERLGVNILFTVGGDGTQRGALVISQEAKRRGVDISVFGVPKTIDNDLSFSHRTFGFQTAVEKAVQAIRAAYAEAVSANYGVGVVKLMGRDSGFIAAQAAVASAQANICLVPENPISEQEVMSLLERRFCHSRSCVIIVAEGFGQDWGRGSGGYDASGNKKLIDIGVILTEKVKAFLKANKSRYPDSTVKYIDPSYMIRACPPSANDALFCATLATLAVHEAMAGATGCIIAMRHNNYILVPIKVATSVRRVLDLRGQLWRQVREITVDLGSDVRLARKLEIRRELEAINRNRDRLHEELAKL
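Compounds were pin-transferred as a titration series up to 57 uM into substrate buffer (0.5 mM F6P, 0.1 mM ATP, pH 8.0), then 1.25 nM PFK was added and reactions ran 45 min before ADP-Glo detection.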
TCR activator: T cell receptor activation; Potency, µM (top dose mostly 9.22 µM), without a hit: at the top dose activation of IL-2 secretion, actives largely listed as activators; primary human leukocytes, anti-CD3, IL-2 HTRF, 48 h; AID 504894; 330,000 tested, under 10 active; also: % of control where 0% means no effect
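Primary human leukocytes incubated 48 hr with anti-CD3 beads plus compound, without co-stimulation. Secreted IL-2 measured by HTRF (europium cryptate/d2 anti-IL-2 pair, 320 nm excitation, 665 nm emission).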
FBPA coupling cs: counter-screen for Giardia aldolase inhibitors: coupling enzyme system. coupling enzyme system counterscreen, AmpLite Red fluorescence. activity change, negative = inhibition, % at 58.2 µM, hits read low. actives 0.67% (n = 290,000). AID 2472; in the data active = activity change below about -30%; also: % is scaled to controls: 0 for no effect and ±100 for the full control effect
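Final compound at 57.5 uM, incubated 10 min at RT with coupling enzyme reagent (glyceraldehyde-3-phosphate), then 20 min with substrate and AmpLite Red detection. Fluorescence read at 525/598 nm; tests interference with the coupling assay, not aldolase inhibition.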
CXXC DNA block: inhibitors of human MLL CXXC domain-DNA interaction. Q03164. actives 0.037% (n = 290,000). MLL-CXXC / FITC-HOXA9 DNA fluorescence polarization. Potency, µM (doses to about 115 µM), for inactives: at the highest dose activity change, negative = inhibition, hits mostly inhibitors; active = well fitted inhibition curve with a large enough effect in the polarisation, with a control signal flat, not every such curve was filed as active; inconclusive = small, poorly fitted or top-dose-only effect, or effect the other way, or a change in a side signal; inactive = no such curve, though single readings can be large or run the other way; the % refers to the polarisation; also: potency is read from the fitted curve at half-maximal effect
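Purified MLL-CXXC (added from a 7 uM solution) was preincubated 5 min at ambient with pinned compounds in 50 mM Tris-HCl pH 7.5, 50 mM NaCl, 1 mM DTT, 0.05% BSA. Fluorescein-labeled HOX-A9 DNA (50 nM solution) followed, 30 min, then polarization read.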
BCR signal inh: inhibitors of chronic active B-cell receptor signaling. ABC-DLBCL IkBa-CBG/CBR reporter, luminescence ratio, 4 h. Potency, µM (highest dose often 46.1 µM), inactives show at the top dose ratio change, negative = lower green/red ratio, actives largely listed as inhibitors. actives 0.05% (n = 340,000). AID 493014; active = well fitted inhibition curve with a large enough effect in the signal ratio, with a control signal flat, not every such curve was filed as active; inconclusive = small, poorly fitted or top-dose-only effect, or effect the other way, or a change in a side signal; the % refers to the signal ratio;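 also: potency is read from the fitted curve at half-maximal effect; plate controls were basal doxycycline-induced cells for no effect and cells given 10 µM MG132 for full effect; MG132 reads +100%, hits lower the ratio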
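Cell line TMD8 (human ABC DLBCL), stably expressing tet-inducible CBG68-IkBa fusion and CBR; IMDM/0.5% FBS; cpd up to 46 uM; dox induction, 4 h, 37C/5% CO2; dual luminescence; green/red ratio; MG132 control.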
* = called active by the depositor; ? = inconclusive; / = not tested or not shown; [ ] = remark or other dose. Unless noted, calls follow the shape of the dose curve; as a rule, active = well fitted curve in the direction sought with a large enough effect; inconclusive = small, poorly fitted or top-dose-only effect, or another doubt; inactive = no such curve, though single readings can be large; an effect the other way counts as inactive or inconclusive.

1	COc1ccc(OCCC(=O)NCc2ccccc2)cc1
2	Cc1ccc(OCC(=O)Nc2ccc(C)c(S(=O)(=O)N3CCCCCC3)c2)c([N+](=O)[O-])n1
3	CC1CC(C)CN(C(=O)CCCNC(=O)c2ccc(Cl)cc2)C1 (stereo not given)
4	O=C(Nc1nccs1)c1ccc(NC(=O)C2CC=CCC2C(=O)O)cc1 (stereo not given)
5	Cc1ccc(OCC(O)CNC2CCCC2)cc1C (stereo not given)
6	NS(=O)(=O)c1ccc(CNC(=O)c2ccc(Cl)c([N+](=O)[O-])c2)cc1
7	CCCN1C(=O)C(NC(C)=O)c2ccccc21 (stereo not given)
8	CC(=O)Nc1ccc(S(=O)(=O)NCC(=O)OCC(=O)NC23CC4CC(CC(C4)C2)C3)cc1
compound no.,1,2,3,4,5,6,7,8
GALK inhibitor,0%,1%,-3%,-5%,-1%,5%,0%,0%
TCR activator,/,-2%,-4%,2%,-3%,-1%,4%,0%[46.1 µM]
FBPA coupling cs,2,2,/,6,0,-1,2,2
BCR signal inh,2%,-3%,?,?,-5%,5%,3%,0%
Tb PFK block,0%,8%,2%,1%,0%,-16%,1%,0%
AT treatment,4%,0%,-4%,-3%,4%,-27%,4%,-1%
CXXC DNA block,5%,5%,-20%,-7%,2%,-17%,-4%,6%
Giardia kill,-1,-25,13,-18,6,6,-26,11
TSHR antagonist,3,-11,43,-6,29,3,6,-2
hERG WT inh,20,-8,9,-18,-6,6,41,0

9	Cc1ccc(S(=O)(=O)N2C(=O)[C@@H]3Cc4ccccc4CN3C2=O)cc1
10	CCN(C(=O)c1cn(CC)c(=O)c2cc(OC)c(OC)cc12)c1ccccc1C
11	C/C(=N\NC(N)=S)c1cc(-c2ccccc2)c(-c2ccccc2)s1
12	O=C(COC(=O)CN1C(=O)c2ccccc2C1=O)NC1CCCC1
13	CCOC(=O)C1=C(O)C(=O)NC(c2ccccc2)=C(OCC)C1
14	Cn1c(Cc2csc(N)n2)nnc1SC/C=C/c1ccccc1
15	CCc1cccc(CC)c1NC(=O)COC(=O)/C(C#N)=C/c1ccc(OC)cc1
16	Cc1ccc(NC(=O)CCc2c(C)nc3ncnn3c2C)nc1
compound no.,9,10,11,12,13,14,15,16
GALK inhibitor,-6%,-2%,-5%,7%,/,-2%,-2%,0%
TCR activator,5%,5%,0%,2%,2%[46.1 µM],0%,-2%[46.1 µM],-1%
FBPA coupling cs,0,-3,0,1,6,2,-2,2
BCR signal inh,2%,-3%,?,-9%,?,7%,?,1%
Tb PFK block,-8%,0%,3%,0%,-4%,-4%,-2%,1%
AT treatment,0%,4%,-5%,-5%,-2%,0%,1%,-2%
CXXC DNA block,8%,-2%,25%,1%,-8%,6%,8%,-1%
Giardia kill,-15,-15,-9,-13,-5,9,4,19
TSHR antagonist,-6,2,-8,-5,6,-1,-3,13
hERG WT inh,-2,-1,5,5,10,0,1,6

Full records, looked up by structure:
Cn1c(Cc2csc(N)n2)nnc1SC/C=C/c1ccccc1 reads GALK inhibitor = -2%; TCR activator = 0%; FBPA coupling cs = 2; BCR signal inh = 7%; Tb PFK block = -4%; AT treatment = 0%; CXXC DNA block = 6%; Giardia kill = 9; TSHR antagonist = -1; hERG WT inh = 0
CCOC(=O)C1=C(O)C(=O)NC(c2ccccc2)=C(OCC)C1 reads GALK inhibitor = /; TCR activator = 2%[46.1 µM]; FBPA coupling cs = 6; BCR signal inh = ?; Tb PFK block = -4%; AT treatment = -2%; CXXC DNA block = -8%; Giardia kill = -5; TSHR antagonist = 6; hERG WT inh = 10

2 of the compounds above, bar-delimited.
No. | molecule | GALK inhibitor | TCR activator | FBPA coupling cs | BCR signal inh | Tb PFK block | AT treatment | CXXC DNA block | Giardia kill | TSHR antagonist | hERG WT inh
10 | CCN(C(=O)c1cn(CC)c(=O)c2cc(OC)c(OC)cc12)c1ccccc1C | -2% | 5% | -3 | -3% | 0% | 4% | -2% | -15 | 2 | -1
13 | CCOC(=O)C1=C(O)C(=O)NC(c2ccccc2)=C(OCC)C1 | / | 2%[46.1 µM] | 6 | ? | -4% | -2% | -8% | -5 | 6 | 10

Going on with the list:
17	Cn1c(=O)[nH]c(=O)c2c1nc(N)n2Cc1ccccc1
18	CCOCCCn1c(=S)[nH]c2cc(C(=O)N3CCN(C4CCCCC4)CC3)ccc2c1=O
19	Cc1oc(-c2ccc(Cl)cc2)nc1CS(=O)CC(=O)NCc1ccco1 (stereo not given)
20	COc1cccc(/C=N/NC(=O)c2nc(-c3ccccc3)cc(-c3ccccc3)n2)c1
21	COCCNS(=O)(=O)c1ccc(SC)cc1
22	CCc1ccc(OC2=NS(=O)(=O)c3ccccc32)cc1
23	CC(CCc1ccccc1)NC(=O)CN(C)Cc1ccc(F)cc1 (stereo not given)
24	CC(C)(C)c1ccccc1NC(=O)NC1CCN(Cc2c(F)cccc2Cl)CC1
compound no.,17,18,19,20,21,22,23,24
GALK inhibitor,5%,-6%,13%,0%,-1%,2%,-1%,-1%
TCR activator,-1%,8%,-28%,2%,1%,0%,2%,4%
FBPA coupling cs,1,-1,1,3,6,2,-1,-12
BCR signal inh,-17%,-1%,-8%,3%,3%,-6%,-2%,13%
Tb PFK block,-2%,0%,2%,7%,-2%,-5%,2%,-2%
AT treatment,-3%,3%,-12%,8%,-5%,2%,3%,2%
CXXC DNA block,16%,1%,-4%,26%,1%,1%,-5%,-2%
Giardia kill,-16,-8,15,-11,-18,?,-4,-4
TSHR antagonist,3,-3,-1,29,-1,0,-6,-3
hERG WT inh,1,8,-7,-11,4,1,-4,1

25	CC/C(=N\NC(=O)c1ccc(CN(C)S(=O)(=O)c2ccc(C)cc2)cc1)c1ccc(OC(F)F)cc1
26	O=C(CSC1=NC(=O)C(Cc2ccccc2)C(=O)N1)Nc1ncc(Br)cc1Br (stereo not given)
27	CC1CCCC(C)N1C(=O)COC(=O)c1ccc2c(c1)OCO2 (stereo not given)
28	CC(=O)N1CCN(CC(c2ccccc2)c2ccccc2)CC1
29	O=C(NCCCN1CCOCC1)c1ccc(NS(=O)(=O)c2ccccc2)cc1
30	CCOC(=O)c1cnc2cc(C)ccn2c1=O
31	O=c1[nH]ncc(N2CCCCC2)c1Cl
32	O=C(NCC(c1cccs1)N1CCOCC1)c1cc(-c2ccc(F)cc2)nc2ccccc12 (stereo not given)
compound no.,25,26,27,28,29,30,31,32
GALK inhibitor,-2%,-2%,1%,-1%,2%,1%,2%,2%
TCR activator,1%[46.1 µM],-9%,2%,4%,5%,-2%[46.1 µM],-3%[46.1 µM],1%
FBPA coupling cs,-3,15,-1,2,/,2,2,0
BCR signal inh,0%,0%,1%,-1%,-6%,4%,-1%,?
Tb PFK block,6%,17%,3%,2%,-4%,0%,-1%,5%
AT treatment,6%,1%,4%,5%,4%,-9%,5%,8%
CXXC DNA block,4%,-9%,-14%,-2%,16%,-5%,8%,9%
Giardia kill,-2,-16,21,15,10,10,3,0
TSHR antagonist,-10,10,-3,25,5,2,7,-12
hERG WT inh,1,-9,-1,-20,4,-3,-1,-15

33	COc1cccc(OC)c1NC(=O)CN(C)S(=O)(=O)c1ccc2c(c1)OCCO2
34	O=C(NCc1ccccc1)c1c(O)c2ccccc2[nH]c1=O
35	Cc1ccc(SC(C)C(=O)NCC(C)C)cc1 (stereo not given)
36	Cc1ccc(S(=O)(=O)N(C)c2c(C)ccc(S(=O)(=O)Nc3ccncc3)c2C)cc1
compound no.,33,34,35,36
GALK inhibitor,4%,8%,-1%,1%
TCR activator,-1%,/,-42%,0%
FBPA coupling cs,1,1,0,4
BCR signal inh,-11%,8%,7%,?
Tb PFK block,5%,1%,3%,-2%
AT treatment,2%,-8%,1%,-4%
CXXC DNA block,-5%,20%,5%,12%
Giardia kill,-2,10,4,-4
TSHR antagonist,2,9,-1,17
hERG WT inh,1,0,-1,-3
